# SENP8 block-1: SENP8 (human) protease inhibition; Q96LD8; recombinant SENP8, Nedd8 substrate fluorescence; inhibition, % at 20 µM; actives 0.64% (n = 360,000); AID 602440; in the data active = inhibition mostly above about 40%, no sharp cut-off; inactive = mostly below about 27%
# PfGluPho inh: PfG6PD (Plasmodium falciparum) enzyme inhibition; AID 504690; PfGluPho enzyme, NADPH resazurin-diaphorase fluorescence; inhibition, % at 20 µM; actives 0.78% (n = 350,000);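 active = inhibition reaching at least a set limit at 20 µM in the primary screen, cut at about 59% in these data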;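 note: 0% = DMSO wells with substrate and 100% = DMSO wells lacking glucose-6-phosphate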
# SENP8 block-2: inhibitors of human SENP8 protease; Q96LD8; purified SENP8, Z-RLRGG-aminoluciferin cleavage, luminescence; inhibition, % at 10 µM; actives 1.2% (n = 330,000); AID 2540; in the data active = inhibition above about 50%
# HKDC1 inh: HKDC1 (human) hexokinase inhibition; recombinant HKDC1, G6PDH/diaphorase resazurin coupled fluorescence; inhibition, % at 20 µM; actives 0.16% (n = 340,000); AID 493160;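 active = inhibition above about 35% when tested at 20 µM, limit read from the data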;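 note: plate controls were DMSO wells with enzyme for no effect and DMSO wells lacking enzyme for full effect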
#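 Assay system: recombinant HKDC1 hexokinase; detection: coupled resazurin fluorescence, excitation 525 nm, emission 613 nm; benchmarks: DMSO-plus-enzyme-mix negative control, buffer-substituted positive control; compound dosing: single 20 µM dose; schedule: 90 min at room temperature in dark; also added: glucose plus 1 mM ATP as hexokinase substrates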
# SENP7 inh: blocks the human protease SENP7; recombinant SENP7, Z-RLRGG-aminoluciferin luminescence, 40 min; inhibition, % at 5 µM; actives 1.5% (n = 330,000); Q9BQF6;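 active = inhibition above about 50% at the single test dose, limit read from the data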;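 note: plate controls were DMSO with enzyme for no effect and no enzyme buffer wells for full effect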
# Apaf1 inhib: human Apaf-1 inhibition. reconstituted apoptosome caspase-3 activity, DEVD-Rh110 fluorescence. inhibition, % at 20 µM. O14727. actives 0.71% (n = 330,000); active = inhibition of at least 40% at 20 µM;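 note: plate controls were DMSO wells for no effect and DEVD-CHO caspase inhibitor wells for full effect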
# Target sequence (O14727 whole entry, looked up): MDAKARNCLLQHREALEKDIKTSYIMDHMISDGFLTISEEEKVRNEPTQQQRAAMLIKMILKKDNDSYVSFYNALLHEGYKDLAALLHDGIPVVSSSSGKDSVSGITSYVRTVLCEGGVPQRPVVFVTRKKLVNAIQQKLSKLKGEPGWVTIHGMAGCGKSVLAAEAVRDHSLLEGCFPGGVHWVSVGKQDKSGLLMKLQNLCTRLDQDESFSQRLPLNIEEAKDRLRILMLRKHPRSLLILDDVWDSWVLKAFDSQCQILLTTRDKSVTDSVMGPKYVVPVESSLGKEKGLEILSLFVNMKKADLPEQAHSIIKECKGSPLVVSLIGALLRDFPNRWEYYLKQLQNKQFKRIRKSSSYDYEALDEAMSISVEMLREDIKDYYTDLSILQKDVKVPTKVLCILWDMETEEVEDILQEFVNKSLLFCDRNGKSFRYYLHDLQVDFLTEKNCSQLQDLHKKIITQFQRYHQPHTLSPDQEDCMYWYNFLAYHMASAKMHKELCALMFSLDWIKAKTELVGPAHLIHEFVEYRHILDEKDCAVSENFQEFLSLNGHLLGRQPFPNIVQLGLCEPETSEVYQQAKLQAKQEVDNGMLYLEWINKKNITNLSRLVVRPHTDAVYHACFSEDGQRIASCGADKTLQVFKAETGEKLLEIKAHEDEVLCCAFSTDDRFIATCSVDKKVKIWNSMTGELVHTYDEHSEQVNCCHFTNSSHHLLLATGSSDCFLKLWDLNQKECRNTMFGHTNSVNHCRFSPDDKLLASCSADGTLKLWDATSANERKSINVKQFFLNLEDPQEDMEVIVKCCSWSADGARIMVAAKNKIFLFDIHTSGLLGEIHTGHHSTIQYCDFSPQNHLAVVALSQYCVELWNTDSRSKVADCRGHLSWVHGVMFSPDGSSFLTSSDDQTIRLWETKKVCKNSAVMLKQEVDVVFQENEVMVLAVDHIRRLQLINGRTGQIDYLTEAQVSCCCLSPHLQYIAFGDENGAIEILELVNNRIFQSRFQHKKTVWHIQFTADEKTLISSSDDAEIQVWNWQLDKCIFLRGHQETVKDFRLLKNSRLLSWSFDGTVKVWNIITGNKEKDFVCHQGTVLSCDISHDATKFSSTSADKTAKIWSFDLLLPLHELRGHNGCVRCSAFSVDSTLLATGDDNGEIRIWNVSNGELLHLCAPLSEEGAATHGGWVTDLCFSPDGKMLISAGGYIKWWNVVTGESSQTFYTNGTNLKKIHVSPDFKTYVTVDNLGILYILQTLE
#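 Assay system: Apoptosome proteins | Medium: pH 7.5 Hepes buffer with CHAPS, BSA, DTT | Also added: Cytochrome c and DEVD-Rh110 substrate | Times: 30 min plus 50 min, RT | Detection: Rhodamine 110 fluorescence at Ex 480/Em 540 nm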
# SENP1 FRET inh: SENP1 (human) catalytic domain inhibition. Q9P0U3. recombinant SENP1 catalytic domain, CyPet-SUMO1-YPet FRET cleavage. actives 0.21% (n = 360,000). inhibition, % at 10 µM;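 active = inhibition at least 30% at 10 µM, raw YFP signal under a set limit, fluorescence ratio 0.5 to 1.5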;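 note: 0% = enzyme with DMSO and 100% = no enzyme wells; some results filed as inactive read as strong as hits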
#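 Test system: recombinant human SENP1 catalytic domain, His6-tagged / Medium: pH 8 Tris buffer with EDTA, NaCl, BME, BSA, NP40, catalase / Also added: SUMO1 FRET substrate flanked by Cypet and Ypet, 25 nM / Times: 50 min reaction at room temperature / Signal: FRET, CFP and YFP emission / Control set: no-enzyme low control and enzyme-plus-DMSO high control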
# NLRP3 yeast inh: inhibitors of NALP3 inflammasome in yeast; Yeast reconstituted NLRP3/ASC/caspase-1, beta-gal luminescence, 24 h; inhibition, % at 10 µM; actives 0.39% (n = 330,000);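 active = inhibition of 50% or more; inactive = inhibition below 50%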;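 note: plate controls were induced DMSO wells for no effect and uninduced yeast grown without galactose for full effect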
# SENP6 block: SENP6 protease inhibition | Q9GZR1 | Recombinant SENP6 catalytic domain, aminoluciferin luminescence | inhibition, % at 10 µM | actives 1.8% (n = 330,000) | AID 2599;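 active = inhibition above about 50% at the single tested dose, limit read from the data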;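 note: plate controls were DMSO wells with enzyme for no effect and DMSO wells lacking enzyme for full effect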
# Starred values were filed as active, the others as inactive; i = inactive; / = no result given.
no.	molecule	SENP6 block	SENP1 FRET inh	SENP8 block-2	SENP7 inh	HKDC1 inh	NLRP3 yeast inh	PfGluPho inh	SENP8 block-1	Apaf1 inhib
1	CCOc1ncccc1C(=O)OCC(=O)Nc1ccc(-c2nc3ccc(C)cc3s2)cc1	/	-72	/	/	-4	/	10	-414	/
2	COC(=O)c1ccc(NC(=O)c2ccc3nccnc3c2)cc1	-5	1	-2	1	-1	17	21	3	4
3	CC1(c2ccccc2Cl)NC(=O)N(CC(=O)Nc2ccc(N3CCOCC3)cc2)C1=O (stereo not given)	5	1	2	5	-1	-7	9	7	-6
4	CC(C)c1ccc(S(=O)(=O)c2nnn3c2nc(N2CCCCC2)c2ccccc23)cc1	-3	1	1	13	-8	10	-14	-20	12
5	O=C(NCc1ccccc1)c1nc(S(=O)(=O)Cc2ccccc2)ncc1Cl	-19	2	-16	-12	-2	7	23	10	0
6	COc1ccc(NC(=O)c2cccc(Oc3ccccc3)c2)cn1	72*	3	50	62*	0	25	18	12	13
7	COc1ccc(CC(=O)Nc2cccc(S(=O)(=O)N3CCOCC3)c2)cc1OC	2	3	1	4	2	12	-7	-4	2
8	CCc1ccc(NC(=O)CSc2nc(O)cc(=O)n2C2CCCC2)cc1	-22	0	-3	-6	10	18	-14	11	17
9	O=C(Nc1cccc(C(F)(F)F)c1)c1n[nH]c(Cn2cncn2)n1	9	5	3	7	-8	16	-6	21	-1
10	CCNc1nc(C)cc(COC)c1C#N	0	1	-9	-6	-4	15	-11	i	-4
11	Cc1cccc(OC(=O)c2cncc(Br)c2)c1	-23	2	-29	-16	-8	-11	6	3	1
12	O=C(NCc1cccs1)c1ccncc1	-5	-1	0	-1	-7	10	1	25	1

# Compound profiles (already shown). Values in the order: SENP6 block, SENP1 FRET inh, SENP8 block-2, SENP7 inh, HKDC1 inh, NLRP3 yeast inh, PfGluPho inh, SENP8 block-1, Apaf1 inhib
# CCc1ccc(NC(=O)CSc2nc(O)cc(=O)n2C2CCCC2)cc1 reads -22, 0, -3, -6, 10, 18, -14, 11, 17
# CC(C)c1ccc(S(=O)(=O)c2nnn3c2nc(N2CCCCC2)c2ccccc23)cc1 reads -3, 1, 1, 13, -8, 10, -14, -20, 12
# CCNc1nc(C)cc(COC)c1C#N reads 0, 1, -9, -6, -4, 15, -11, i, -4
# Cc1cccc(OC(=O)c2cncc(Br)c2)c1 reads -23, 2, -29, -16, -8, -11, 6, 3, 1

# Next part
no.	molecule	SENP6 block	SENP1 FRET inh	SENP8 block-2	SENP7 inh	HKDC1 inh	NLRP3 yeast inh	PfGluPho inh	SENP8 block-1	Apaf1 inhib
13	C=CCN(Cc1ccc(OC)c(OC)c1)C(=O)N1CCOCC1	7	2	4	-1	3	-6	-1	9	-3
14	CC(=O)Nc1ccc(S(=O)(=O)N2CCN(CC(=O)NC3CCCC3)CC2)cc1	-2	2	-4	-9	2	15	-12	16	1
15	O=C(CN1C(=O)c2ccccc2C1=O)N1CCN(c2ccccc2)CC1	-18	1	-5	15	-8	21	-3	8	1
16	CC(C)NC(=O)c1ccc(N(Cc2ccc(Cl)cc2)S(C)(=O)=O)cc1	3	0	-4	4	-22	11	-5	8	-10
17	Cc1cc(=O)oc2cc(OCC(=O)NC3CCCCC3)ccc12	-16	-1	-5	-7	-3	18	24	-103	-3
18	FC(F)(F)c1cc(-c2ccccc2)nc(NCc2cccnc2)n1	-19	1	-10	-6	7	54*	3	-418	23
19	CC(=O)Nc1ccc(S(=O)(=O)Nc2nc3ccccc3nc2-n2ccc(=NC(=O)c3ccc(F)cc3)cc2)cc1	-10	-36	4	4	2	27	-27	-239	-6
20	CC(=O)Nc1ccc(N(C(=O)CNC(=O)c2ccco2)C(C(=O)NC2CCCC2)c2ccco2)cc1 (stereo not given)	-4	0	0	-6	7	-6	1	9	-2
21	CCOC(=O)C1=C(C)NC(=S)NC1c1ccc(OCC(=O)N2CCCCCC2)cc1 (stereo not given)	-7	1	0	-6	-9	-5	15	2	9
22	CCOc1ccccc1C(=O)OCC(=O)Nc1ccc(OC(F)F)cc1	-10	1	-8	-3	3	21	4	19	6
23	CC1CC(C)CN(CCCNC(=O)Cc2c(C(=O)O)n(C)c3ccccc23)C1 (stereo not given)	3	1	-6	7	-8	16	-5	5	-19
24	CC(C)COC(=O)C1[C@H]2C(=O)N(Cc3cccs3)C[C@]23C=C[C@H]1O3 (stereo not given in full)	-2	1	-2	1	-7	6	-2	11	-15
25	COc1ccc2oc(=O)c(C(=O)NCc3cccnc3)cc2c1	10	-82	-1	-3	4	10	-5	-418	-5
26	COc1ccc(C(=O)/C=C/Nc2cc(C)on2)c(OC)c1	11	0	-14	2	-6	5	3	-66	-2
27	c1cnn(-c2nc(N3CCOCC3)nc(N3CCOCC3)n2)c1	13	1	3	1	-4	7	3	9	-10
28	COc1cc2c(cc1OC)CN(C(=O)CSc1nc(C)cc(C)c1C#N)CC2	-5	-6	4	3	-8	12	2	-303	6
29	CC(C)(C)c1ccc(NC(=O)c2ccc(=O)[nH]n2)cc1	-20	-1	0	2	4	11	2	9	6
30	COc1cccc(/C=C2\SC(=O)N(CCC(=O)N3CCC(C(=O)O)CC3)C2=O)c1	-3	0	-9	5	0	3	-7	-19	0
31	O=C(Cn1nc(-c2ccco2)ccc1=O)Nc1cc(Cl)ccc1Cl	-5	3	-2	8	-3	25	-2	-298	0
32	N#CC1C(=O)c2ccccc2C1c1ccccc1 (stereo not given)	/	1	/	/	-1	/	23	-411	/
33	COC(=O)c1cccc(C23CC4(C2)[C@H](CN(C)[C@@H]4c2ccccc2)C3c2ccccc2)c1 (stereo not given in full)	-4	2	-3	2	4	22	5	-24	18
34	CN(C1CCCCC1)S(=O)(=O)Cc1ccccc1	-10	-10	2	7	11	8	2	-26	-5
35	COc1ccccc1N(CC(=O)NC1CCCCC1)C(=O)Cn1nnc(-c2ccc(C)o2)n1	-17	3	-2	-6	-5	9	-5	10	-5
36	O=C(NCC1CCCO1)c1cc(Br)c(Br)s1 (stereo not given)	0	1	2	2	0	29	-5	2	-8
37	O=C(O)Cc1sc(Nc2cccc3ccccc23)nc1-c1ccc(F)cc1	-10	-1	-7	-6	4	11	5	-277	6
38	O=C(Oc1cccc(NC(=O)c2ccco2)c1)c1cccc(S(=O)(=O)N2CCCCC2)c1	13	-1	2	14	0	11	23	27	7
39	CNCCCCOc1ccccc1Cc1ccccc1	4	/	4	1	/	15	/	/	13
40	CCCCCC(=O)Nc1cccc2ccccc12	-9	-3	-7	6	6	6	2	4	9
41	COc1ccc(CCNC(=O)CCc2ccsc2)cc1OC	-9	2	-8	-11	-3	18	-2	4	7
42	Cc1ccc(NC(=S)N=Nc2c(O)[nH]c3ccccc23)cc1	0	4	1	-5	-3	22	-7	8	8
43	COC(=O)c1cc(NC(=O)CC2SC(=Nc3ccccc3)N(CCc3c[nH]c4ccccc34)C2=O)cc(C(=O)OC)c1 (stereo not given)	1	-18	1	-3	6	21	11	-3	11
44	O=C(Cc1ccc(F)cc1)Nc1ccc(S(=O)(=O)N2CCCC2)cc1	4	-2	6	1	-7	5	-1	1	10
45	Cc1cc(C(=O)NCc2ccc(F)cc2)c2ccccc2n1	-30	0	5	6	-1	6	5	-50	5
46	c1ccc2c(c1)CCN(c1nc3cc4c(cc3s1)OCCO4)C2	97*	-7	96*	99*	9	42	64*	-340	23
47	O=C(Nc1ncccc1O)c1cccc(S(=O)(=O)N2CCc3ccccc32)c1	13	-1	-2	4	-3	6	-26	27	1
48	Cc1ccc(Nc2nnc(-c3ccc(N4CCOCC4)c([N+](=O)[O-])c3)c3ccccc23)cc1	-11	-1	-18	-8	-5	13	15	30	17
49	CC1CC=CCC1(CO)CO (stereo not given)	/	1	/	/	1	/	-14	10	/
50	c1ccc(CSc2nc3ncccn3n2)cc1	6	-1	0	-2	-1	27	7	-5	-5
51	O=C(COC(=O)/C=C/c1cccs1)NC(=O)Cc1ccccc1	23	3	6	-2	-8	20	14	1	2
52	Oc1ccc(Cl)cc1C1=Nc2ccccc2N=C(c2ccco2)C1	-34	67*	-3	4	3	14	-10	-312	3
53	C=CCc1cc(Cl)ccc1OCCN1CC(C)OC(C)C1 (stereo not given)	13	1	0	0	-2	12	10	7	3
54	N#CC1(Nc2ccc3ccccc3c2)CCCC1	/	-10	/	/	11	/	22	i	/
55	CC1CN(C(=O)Cn2cnc3c2c(=O)n(C)c(=O)n3C)CC(C)O1 (stereo not given)	-8	2	-4	-8	-5	-3	8	14	-8
56	O=C(Nc1ccc(Cl)cc1)c1nc[nH]c1C(=O)NCCCCNC(=O)c1[nH]cnc1C(=O)Nc1ccc(Cl)cc1	-11	-1	4	-1	-1	1	19	8	7
57	CCOC(=O)Cn1nc(C)n(-c2cccc(Cl)c2)c1=O	-18	1	-14	-11	-5	10	1	22	5
58	O=C(/C=C/c1cccc2ccccc12)N1CCOCC1	-8	3	-10	1	5	16	13	-33	-3
59	COc1cc(OC)c(/C=N/NC(N)=S)cc1Br	1	1	-1	-2	7	8	-14	-43	-2
60	CC(=O)Nc1ccc(/C(C)=N/Nc2nc(Nc3ccccc3)nc(N3CCOCC3)n2)cc1	-3	3	4	6	1	12	8	14	-18
61	CC(C)N(Cc1nccn1C)C(=O)c1ccc(OC2CCN(C(=O)C3CC3)CC2)cc1	-5	1	-5	3	-8	9	-5	25	-9
62	Nc1nonc1-c1noc(-c2ccccc2)n1	-41	-1	-23	-12	-3	23	2	13	5
63	Cc1onc(-c2ccccc2)c1C(=O)OCC(=O)N1CCN(c2ccccc2)CC1	-14	-1	-6	11	-6	22	-4	9	11
64	Cc1cn([C@@H](CCCCNC(=O)OC(C)(C)C)C(=O)NCCCCCCCCCCC(=O)N2CCN(C(=O)OC(C)(C)C)CC2)nn1	9	2	1	-3	-1	-7	4	8	17
65	CCc1ccc(-c2ccc(C(=O)O)cc2)nc1	20	1	49	65*	1	7	-21	22	-1
66	O=C(NCCC1=CCCCC1)C1CCCN(S(=O)(=O)c2cccc3cccnc23)C1 (stereo not given)	0	-2	4	-4	4	6	-3	25	-9
67	COC(=O)CCCCNC(=O)Nc1ccccc1	-4	1	3	-1	-1	3	1	6	-10
68	Cc1c(NC(=O)C2Cc3ccccc3CN2C(=O)c2ccco2)c(=O)n(-c2ccccc2)n1C (stereo not given)	-5	1	-6	-5	-3	-6	-9	28	5
69	COc1cc(OC)cc(C(=O)NC2CCCN(Cc3ccc(Cl)cc3)C2)c1 (stereo not given)	-15	2	-8	-14	-3	5	9	12	12
70	N#Cc1ccc(Sc2ccccn2)c([N+](=O)[O-])c1	-14	1	1	-6	0	-4	30	15	-9
71	Cc1nn(-c2ccccc2)c(C)c1/C=N/O	0	0	0	9	-5	-9	-6	24	-1
72	Cc1cc(C)nc(SCC(=O)Nc2ccc(S(=O)(=O)N3CCCCC3)cc2)n1	-18	-1	-1	7	2	-12	-21	17	10
73	NS(=O)(=O)c1ccc(NC(=S)Nc2ccn(Cc3cccc4ccccc34)n2)cc1	5	2	3	-6	-5	17	5	6	0
